Screening results as filed in PubChem.
AT treatment: potential ataxia-telangiectasia treatments restoring KAP-1 phosphorylation; […] A-T fibroblasts, KAP-1 phosphorylation AlphaLISA; neocarzinostatin DNA damage 30 min before lysis; Potency, µM (top dose mostly 57.5 µM), inactives show at the top dose activation, most hits filed as activators; 320,000 compounds, 0.19% hits; AID 485349; further: potency means the concentration at half of the fitted maximal effect; % of control where 0% means no effect; nearly all actives have a fitted effect of over 45% in size
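ATM-like activity read as KAP-1 phosphorylation via AlphaLISA donor/acceptor antibody pairs after lysis and 6 hr at 25C. Cells were ATM-null patient fibroblasts ([…], hTERT), dosed 60 min, then exposed to the DSB inducer NCS for 30 min.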
Coupling enz: coupling enzyme interference in Giardia aldolase counter-screen; coupling enzyme system counterscreen, AmpLite Red fluorescence; activity change, negative = inhibition, % at 58.2 µM, hits read low; 290,000 compounds, 0.67% hits; in the data active means activity change below about -30%; further: on the % scale 0 is the no-effect control and ±100 the full control effect
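First, compound is pin-transferred into glyceraldehyde-3-phosphate coupling-enzyme reagent at 57.5 uM final and held 10 min at RT. Next, substrate, coupling system and AmpLite Red are added. After 20 min RT, fluorescence (525/598 nm) is read.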
MLL CXXC-DNA inh: blocks binding of human MLL CXXC domain to DNA | Potency, µM (top dose mostly 115 µM), for the others: at the top dose activity change, negative = inhibition, usual class: inhibitors | MLL-CXXC / FITC-HOXA9 DNA fluorescence polarization | 290,000 compounds, 0.037% hits; active means well fitted inhibition curve with a large enough effect in the polarisation, with a control signal flat, not every such curve was filed as active; inconclusive means small, poorly fitted or top-dose-only effect, or effect the other way, or a change in a side signal; inactive means no such curve, though single readings can be large or run the other way; the % refers to the polarisation; further: potency means the concentration at half of the fitted maximal effect
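Steps: dispense CXXC domain solution (7 uM) → pin compounds or unlabeled HOX-A9 DNA control → 5 min ambient → add FLSN-HOX-A9 solution (50 nM) → spin → 30 min ambient → fluorescence polarization. Tris pH 7.5/NaCl/DTT/BSA buffer.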
KCNH2 WT inh: blocks the wildtype human KCNH2 potassium channel; U2OS, BacMam KCNH2, thallium flux FluxOr; hits give low values; Q12809; activity change, % at 1.84 µM; AID 720551; 340,000 compounds, 0.37% hits;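 active means maximum activity change below -70%; inconclusive means maximum activity change between -70% and -50%; inactive means maximum activity change above -50%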; further: on the % scale 0 is the no-effect control and ±100 the full control effect
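U2OS cells were transduced with wild-type KCNH2 virus (2.03 x 10^8 / mL) for 4 h at room temperature, then cultured overnight at 37 C. Thallium flux was read with FluxOr dye. Rate constants were normalized to DMSO controls.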
a7 integrin act: activators of alpha7 integrin expression for muscular dystrophy; AID 624291; 350,000 compounds, 0.064% hits; Potency, µM (series often up to 38.3 µM), for the others: at the top dose activation, actives largely listed as activators; alpha7betagal myoblasts, beta-gal FDG fluorescence, 48 h;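 further: potency means the concentration at half of the fitted maximal effect; 100% = response of the positive control SU9516; nearly all actives have a fitted effect of over 60% in size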
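alpha7betagal+/- myoblasts (passage 13, 250/well) treated 48 h at 37C with compounds at 1:260 dilution of DMSO stock. Lysed, then beta-galactosidase activity read as FDG fluorescence (ex 480/em 540) after 30 min, with pre-read for autofluorescence.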
KCNH2 3.1 block: KCNH2 3.1 (human) potassium channel inhibition; AID 720553; activity change, % (tested at about 1.8 µM); 340,000 compounds, 0.95% hits; U2OS KCNH2 3.1, thallium flux FluxOr; hits give low values;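 active means maximum activity change below -70%; inconclusive means maximum activity change from -70% to -50%; inactive means maximum activity change above -50%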;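 further: thallium influx rate constant from kinetic fluorescence after stimulation buffer; on the % scale 0 is the no-effect control and ±100 the full control effect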
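U2OS cells transduced with KCNH2 3.1 mutant virus (1.77 x 10^8 /mL, 4 h), plated overnight at 37 C, loaded 45 min with FluxOr dye plus Red40 quencher. Thallium flux rate constant from kinetic reads after stimulation buffer, normalised to controls.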
MBNL1-CUG inh: MBNL1-poly(CUG) RNA binding inhibition | TR-FRET MBNL1-His/biotin-(CUG)12 binding, 665/545 ratio | Potency, µM (titrated, usually from 57.5 µM), for inactives: at the highest dose activity change, negative = inhibition, most hits filed as inhibitors | 280,000 compounds, 0.036% hits | AID 2675; active means well fitted inhibition curve with a large enough effect in the signal ratio, with a control signal flat, not every such curve was filed as active; inconclusive means small, poorly fitted or top-dose-only effect, or effect the other way, or a change in a side signal; inactive means no such curve, though single readings can be large or run the other way; the % refers to the signal ratio; further: potency means the concentration at half of the fitted maximal effect; on the % scale 0 is the no-effect control and ±100 the full control effect
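Compounds (final 92 nM to 58 uM) are added to His-tagged MBNL1 and biotin-(CUG)12, then terbium anti-His antibody and streptavidin-XL665 (5 nM final). After 60 min at room temperature, the 665/545 nm ratio is read.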
GALK inhibitor: inhibitors of human galactokinase. P51570. Purified GALK, Kinase-Glo residual ATP luminescence. 270,000 compounds, 0.007% hits. Potency, µM (top dose mostly 57.5 µM), inactives show at the top dose activity change, negative = inhibition, usual class: inhibitors; further: potency means the concentration at half of the fitted maximal effect; on the % scale 0 is the no-effect control and ±100 the full control effect
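Luminescence from leftover ATP (Ultra-Glo luciferase/luciferin) served as read-out after a 1 h room-temperature reaction of 5 nM GALK with 35 uM ATP and 100 uM galactose.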
TRPV1 agonist: activates the human vanilloid receptor TRPV1 | Q8NER1 | TRPV1-expressing cells, Fluo-8 calcium influx, agonist mode | activation, % at 8.33 µM | 320,000 compounds, 0.19% hits | AID 540275; in the data active means activation above about 80%; inconclusive means between about 30% and that limit; further: 0% is about no effect
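Cells expressing TRPV1 were dye-loaded with Fluo-8 and read kinetically: 10 s baseline, 3 min after compound (agonist portion), then 2 min after EC20 capsaicin (allosteric enhancer portion). Calcium-bound dye fluorescence at 480/520 nm.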
ASM inhibitor: blocks human secretory acid sphingomyelinase | P17405 | placental ASM, HMU-PC fluorogenic substrate, 60 min | Potency, µM (series often up to 57.5 µM), for inactives: top-dose activity change, negative = inhibition, most hits filed as inhibitors | 340,000 compounds, 0.006% hits | AID 504937; further: potency means the concentration at half of the fitted maximal effect
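HMU-PC0 cleavage (9 uM final) by human placental ASM, 60 min at 37 °C following 10 min compound exposure at RT; stopped at pH 10, fluorescence Ex 386/Em 447 nm.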
Numbers without * were called inactive; i = inactive; ? = inconclusive; · = no result given; & = joins results of further samples; [ ] = another dose, or the depositor's remark. Unless noted, the call rests on the fitted dose curve; in most records, active means well fitted curve in the direction sought with a large enough effect; inconclusive means small, poorly fitted or top-dose-only effect, or another doubt; inactive means no such curve, though single readings can be large; an effect the other way counts as inactive or inconclusive.

no.	canonical_smiles	MBNL1-CUG inh	KCNH2 3.1 block	TRPV1 agonist	KCNH2 WT inh	AT treatment	MLL CXXC-DNA inh	Coupling enz	a7 integrin act	GALK inhibitor	ASM inhibitor
1	CCOC(=O)Nc1ccc2c(c1)Nc1ccccc1S2	18.4%	-14.6	25.9	7.8	-6.3%	-4.7%	-0.5	-9.4%	2.3%	-1.2%
2	Cn1nccc1C(=O)Nc1ccc2c(c1)OCCO2	-0.6%	34.7	5.0	5.0	-1.9%	-9.7%	0.7	3.4%	12.1%	4.3%
3	N#Cc1c(-c2ccccc2)c(-c2ccccc2)nn(CC(=O)NNC(=O)Nc2ccc(Cl)cc2)c1=O	?	8.9	0.3	1.5	-10.6%	-0.8%	18.7	-13.7%	0.1%	-28.9%
4	NC(=O)N(CCC(=O)O)c1ccccc1	-9.0%	1.8	-4.3	-4.6	4.9%	5.5%	1.0	-11.1%	·	2.4%
5	O=C(Nc1nc2ccc(Oc3ccccc3)cc2s1)c1cc([N+](=O)[O-])ccc1N1CCOCC1	39.7%[activator]	-11.4	2.3	9.1	0.3%	-1.9%	-2.7	-3.7%	1.2%	2.2%
6	CCCc1cc(=O)[nH]c(SCC(=O)Nc2cc(S(=O)(=O)N3CCOCC3)ccc2N(CC)CC)n1	·	1.7	·	-0.4	0.3%	·	·	-24.1%	·	5.4%
7	CCOC(=O)CSc1nc2sc3c(c2c(=O)n1-c1ccccc1)CCN(C(C)C)C3	23.6%	-29.4	0.2	-0.7	4.5%	-4.7%	-5.6	61.2%	2.3%	76.5%[activator]
8	COc1ccccc1C(=O)NCC1(c2ccccc2)CCCC1	21.4%	-41.6	?	-0.5	7.8%	-12.7%	-1.0	4.9%	4.3%	-3.1%
9	CN(CC(=O)Nc1ccc(Cl)c(C(F)(F)F)c1)C(=O)CCc1nc2ccccc2c(=O)[nH]1	·	-24.1	6.8	17.0	8.5%	·	·	-15.9%	·	0.6%
10	COc1ccc(NC(=O)CSc2ncnc3[nH]ncc23)cc1	·	7.3	·	-4.5	-5.3%	-2.6%	0.0	-23.1%	-4.5%	1.8%
11	O=C(c1cc2ccccc2s1)N1CCN(c2ccccn2)CC1	-2.8%	2.0	19.7	5.7	0.9%	28.6%	·	1.9%	-1.1%	1.6%
12	O=C(Nc1nnc(-c2ccc(F)cc2)o1)c1cc(Cl)sc1Cl	·	18.1	18.1	-18.9	0.1%	23.3%	0.9	1.0%	-2.0%	4.3%
13	CN1CCC(=NNC(=O)CN(c2cccc([N+](=O)[O-])c2)S(=O)(=O)c2ccccc2)CC1	?	3.8	-1.8	21.1	0.6%	-2.6%	-2.4	-16.7%	-2.7%	0.2%
14	Cc1ccc(-n2c3nc(=O)[nH]c(=O)c-3cc3c(C)nn(-c4ccccc4)c32)c(C)c1	?	-148.8*	-2.5	-151.3*	1.9%	-1.8%	2.1	-16.1%	0.5%	i
15	Cc1ccccc1C(=O)Oc1ccc(Br)cc1C(=S)N1CCCC1	3.1%	-5.3	7.0	-9.5	7.3%	10.2%	·	-37.7%	-2.4%	-2.1%
16	C=CCSc1nc(N)c(C#N)c(-c2ccccc2)c1C#N	?	-11.1	15.3	1.7	11.2%	-0.8%	5.4	5.0%	7.2%	-2.9%
17	CCC1=NN(C(=O)C(=O)Nc2ccc(Br)cc2)C(O)(C(F)(F)F)C1 (configuration not stated)	-5.4%	1.5	-1.8	2.8	-3.3%	0.0%	1.7	12.4%	-2.6%	-3.0%
18	COc1ccc(C(=Cc2ccccc2[N+](=O)[O-])C(=O)O)cc1	·	-1.6	·	-3.1	·	·	·	13.1%	·	8.7%
19	CCOc1ccc(CCNC(=O)CCCN2C(=O)c3ccccc3C2=O)cc1OCC	2.0%	3.6	2.9	-10.3	2.1%	5.3%	3.9	-18.9%	-0.7%	-1.6%
20	Cc1ccc(C(=O)COC(=O)CNC(=O)c2ccccc2)s1	·	-3.6	1.3	18.8	-3.5%	·	·	?	·	-9.0%
21	COc1ccc(C(=O)COC(=O)c2sc(C)nc2C)cc1F	·	8.6	·	-12.8	8.7%	·	·	-12.8%	·	-1.6%
22	COc1cc([N+](=O)[O-])ccc1-c1ccc(/C=N/NC(=O)c2ccccc2O)o1	8.5%	·	-2.2	·	-8.1%	8.1%	2.8	·	4.2%	·
23	CCCCN(c1ccccc1)c1ncnc(N)c1[N+](=O)[O-]	-6.4%	5.1	-4.5	-4.7	4.0%	-12.8%	7.8	-2.9%[7.66 µM]	5.1%	-7.5%
24	O=C(CCCn1c(=O)c2cccn2c2cccnc21)N1CCN(c2ccccc2F)CC1	11.5%	3.5	-1.4	-15.1	2.7%	5.5%	·	36.5%	5.6%	-1.4%
25	CCc1cccc(OCC(=O)Nc2ccc(C(=O)O)cc2NC(=O)COc2cccc(CC)c2)c1	-1.1%	-6.6	19.4	17.4	2.6%	10.2%	·	?	3.2%	15.6%
26	O=S(=O)(c1ccc2nc(N3CCN(c4ccc(F)cc4)CC3)ccc2c1)N1CCCCC1	11.6%	-5.4	0.4	7.4	-4.3%	0.8%	·	5.2%	-3.3%	4.7%
27	Cc1cccc(C2Nc3cccc4cccc(c34)N2)c1	1.0%	0.7	0.2	-12.6	0.6%	-5.1%	-8.2	-6.3%	1.3%	-7.9%
28	CC1CC(C)CN(CCCNS(=O)(=O)c2cc(Br)cc3c2N(C(=O)C2CC2)CC3)C1 (configuration not stated)	-1.6%	7.9	0.0	7.8	-5.3%	31.7%[activator]	-0.1	-33.7%	1.4%	-0.8%
29	CC(C)c1ccc(NS(=O)(=O)c2ccc(-n3cccn3)cc2)cc1	-3.9%	0.9	9.8	-3.4	-4.6%	5.9%	·	38.4%	-0.7%	-19.1%
30	Nn1c(SCC(=O)NNC(=O)c2ccccc2)nnc1-c1ccccc1F	·	14.5	1.5	-4.2	-3.2%	·	·	-1.4%	·	-5.3%
31	COc1ccc(C(=O)CSc2n[nH]c(=O)[nH]c2=O)cc1	·	-15.2	-5.1	5.2	0.6%	-4.9%	-3.4	9.3%	-3.2%	-1.3%
32	COc1ccc(C(=O)N2CCOC2CNC(=O)C(=O)NCc2ccco2)cc1 (configuration not stated)	-1.5%	-5.2	-2.4	-6.1	-2.4%	12.2%	3.4	-17.7%	-2.5%	1.4%
33	O=C1COc2ccc(-c3csc(=Nc4ccc(OC(F)F)cc4)n3CC3CCCO3)cc2N1 (configuration not stated)	6.9%	?	3.0	-10.3	-3.0%	3.7%	-2.2	-29.2%	-3.6%	-8.9%
34	Cc1cccc2cc(COC(=O)COc3ccccc3)c(=O)[nH]c12	0.5%	-0.6	2.5	5.7	22.4µM*	0.1%	-1.9	13.1%	3.8%	-3.6%
35	CC1/C(=N/O)CC(c2ccco2)NC1c1ccco1 (configuration not stated)	2.6%	4.9	-0.6	0.5	-5.2%	6.7%	1.3	-6.9%	-0.3%	4.2%
36	CN(CCCC(=O)Nc1ccc(Br)cc1F)S(=O)(=O)c1ccccc1	2.9%	15.2	19.6	-16.7	-4.0%	6.2%	-5.0	0.0%	-6.8%	-1.7%
37	O=C(COC(=O)c1ccccc1O)Nc1ccc(N2CCOCC2)cc1	·	-3.4	0.8	-17.0	3.4%	·	·	8.8%	·	1.3%
38	Cc1ccc(-c2c[n+](=O)c3c(n2[O-])CCC3)cc1	·	-2.6	-1.4	0.5	-7.2%	-14.2%	0.8	0.0%	0.5%	-1.0%
39	CC1CCCC(C)N1NC(=O)c1ccc(Cl)c(S(N)(=O)=O)c1 (configuration not stated)	-2.2%	-1.7	2.3	-4.1	0.5%	-2.0%	-2.6&2.3	·	-3.7%	4.1%
40	C=CCOC(=O)C1=C(C)Nc2nnnn2C1c1cccc(OC)c1OC (configuration not stated)	-6.8%	-8.7	-4.0	-10.4	-4.8%	2.9%	-7.4	26.8%	0.2%	12.4%
